SKN-1 block = inhibitors of C. elegans SKN-1 | C. elegans VP596 Pgst-4::GFP/RFP ratio, acrylamide-induced, 24 h | inhibition, % at 21.8 µM | actives 0.49% (n = 360,000);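 active = interference check ratio from 0.5 to 1.5 plus GFP to RFP signal ratio inhibition reaching or exceeding a fixed threshold, cut at about 30% in these data, passing the limit was not always enough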; also: some compounds called inactive have numbers as strong as hits
Rin1-Abl PPI inh = inhibitors of human Rin1-Abl protein interaction | TR-FRET Rin1/Abl binding, biochemical | inhibition, % at 7.35 µM | actives 0.4% (n = 360,000); in the data active = inhibition above about 5%, passing the limit was not always enough
Neddyl block = blocks human cullin neddylation; actives 0.58% (n = 360,000); calls only at 25 µM; P61081+Q13564; TR-FRET cullin neddylation, biochemical; AID 651699; in the data active = inhibition above about 36%
FAS TE block = FAS thioesterase (human) inhibition; AID 602261; P49327; actives 0.67% (n = 360,000); inhibition, % at 15 µM; recombinant FAS-TE, OMFH fluorogenic substrate, fluorescence endpoint;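 active = compounds whose normalised, plate-corrected inhibition of enzyme fluorescence in the single-dose primary screen is 50% or more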;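 also: 0% = DMSO with enzyme and 100% = substrate without enzyme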
MT1-MMP act inh = MT1-MMP (human) activation inhibition; P50281; GFP/RFP ratio change, % at 20 µM; actives 0.061% (n = 360,000); HT1080 RFP-PRO-GFP cells, GFP/RFP ratio fluorescence, overnight; percent of plate control window, DMSO zero; AID 651647;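 active = GFP/RFP ratio change of at least 30% with cell ATP level not reduced by more than half and red fluorescence within 50% of control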; also: strong numbers were not always called active
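Test system: HT1080 cells expressing an RFP-PRO-GFP fluorescent reporter construct / Compound dosing: single-point 20 µM compound, 1% DMSO / Schedule: cells overnight before dosing, compound overnight, 37 °C, 5% CO2 / Evaluation: GFP/RFP fluorescence ratio / Control set: DMSO and RFP-L50D-GFP cell wells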
eLon inh = inhibitors of E. coli Lon protease. P0A9M0. purified E. coli Lon protease, fluorescence polarization. inhibition, % at 7.94 µM. actives 0.42% (n = 360,000). AID 602123; in the data active = inhibition above about 13%, passing the limit was not always enough;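 also: 0% = enzyme with probe and DMSO and 100% = no enzyme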
PABP1 MLLE inh = inhibitors of microRNA-mediated deadenylation, human PABP1 MLLE binding. P11940. GST-MLLE / FITC-PAM2 fluorescence polarization. inhibition, % at 20 µM. actives 0.36% (n = 360,000). AID 588489; in the data active = inhibition above about 35%, passing the limit was not always enough;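 also: plate controls were DMSO wells with GST-MLLE for no effect and wells lacking GST-MLLE protein for full effect; some results filed as inactive read as strong as hits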
MsrA act = bovine methionine sulfoxide reductase A activation; actives 0.3% (n = 360,000); purified bovine MsrA, absorbance read-out; activation, % at 10.6 µM; in the data active = activation above about 7.5%;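 also: 0% = vehicle and 100% = reference activator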
CendR NRP1 mod = modulators of CendR peptide binding to human neuropilin-1; O14786; AID 602438; FAM-RPARPAR peptide binding to NRP-1, fluorescence polarization; inhibition, % at 25 µM; actives 0.85% (n = 360,000);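 active = inhibition or corrected inhibition above about 18%, plus a signal ratio from 0.5 to 1.5, limit read from the data, passing the limit was not always enough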; also: strong numbers were not always called active
* = called active by the depositor; i = inactive; . = not tested or not shown.

1) Clc1ncccc1OCc1ccccc1
2) COCCn1cc(C(=O)N2CCN(C)CC2)c2c3ccccc3n(C)c2c1=O
3) CCn1c(SCC(=O)Nc2ccccc2)nc2ccccc2c1=O
4) CC(C)C[C@@H](CO)N1CCN(Cc2cccc(C#N)c2)CCC1=O
5) COCCn1c(CNc2ccc(F)cc2)nnc1SCC(=O)Nc1ccc(OC)cc1OC
6) NC(=O)CC(NC(=O)c1ccccc1)c1ccc(NCCc2ccc(Cl)cc2)c([N+](=O)[O-])c1 (stereo not drawn)
7) C=CCOc1nc2c(c(=O)n(Cc3ccc(Cl)cc3)c(=O)n2C)n1C
8) Cc1ccc(S(=O)(=O)c2cnc3cc(C)nn3c2N)cc1

Compound,1,2,3,4,5,6,7,8
SKN-1 block,9,-3,3,-4,12,-8,4,-5
Rin1-Abl PPI inh,2,1,2,2,-2,3,4,-3
Neddyl block,i,i,i,i,i,i,i,i
FAS TE block,-1,-4,6,-2,-8,-8,1,1
MT1-MMP act inh,0,4,-6,5,7,14,7,0
eLon inh,10,4,-17,-5,5,-9,-4,9
PABP1 MLLE inh,0,1,-8,-9,-6,-39,-9,4
MsrA act,-2,-1,-4,0,-11,-2,3,-11
CendR NRP1 mod,0,10,-3,-10,13,-1,-7,3

9) COc1ccc(C(=O)NC(=S)Nc2nc(C)c(C(=O)N(C)C)s2)cc1
10) CCN1C(=O)/C(=C/c2c(C)nn(C)c2C)SC1=S
11) Cc1ccccc1S(=O)(=O)NC(=O)C1(C)CCN1C(=O)C/C=C/c1ccccc1 (stereo not drawn)
12) CCOc1ccc(/C=N/OC(C)C(=O)NCc2ccc3c(c2)OCO3)cc1 (stereo not drawn)
13) COCCCNC(=O)C(=O)Nc1cc2c3c(c1)CCN3C(=O)CC2
14) CCOC(=O)N1CCc2c(sc3c2c(=O)n(Cc2ccccc2)c(=O)n3CC(=O)NCC2CCCO2)C1 (stereo not drawn)
15) CCN(CC1CCCO1)C(=O)C1CCN(C2CCN(Cc3ccccc3C)CC2)CC1 (stereo not drawn)
16) CCn1c(SCC(=O)Nc2ccccc2OC)nnc1-c1cnccn1

Compound,9,10,11,12,13,14,15,16
SKN-1 block,-4,7,2,-3,11,5,-4,-7
Rin1-Abl PPI inh,4,-5,0,-1,-3,2,-3,-3
Neddyl block,i,i,i,i,i,i,i,i
FAS TE block,-2,-11,-9,8,-6,-17,-4,-6
MT1-MMP act inh,-1,9,-2,0,0,0,3,1
eLon inh,-2,-22,1,-6,-3,-10,-16,-4
PABP1 MLLE inh,45*,-34,7,12,-7,-9,-17,1
MsrA act,-6,-1,-1,-1,-4,-4,-3,-3
CendR NRP1 mod,-6,-112,-1,18,4,-3,-13,-5

17) COc1ccc(S(=O)(=O)N2CCC(C(=O)Nc3nnc(CCN4CCCCC4)s3)CC2)cc1
18) CC(C)c1cccc(OCCN2CCCC2)c1
19) Cc1cc(C)c(OCCCCN(C)C)c(Br)c1
20) O=C1CCc2cc(S(=O)(=O)NCCc3ccccc3)cc3c2N1CC3
21) O=C(NC1CCN(Cc2ccccc2)CC1)c1cccc(S(=O)(=O)Nc2ccc(SC(F)F)cc2)c1
22) O=C(c1ccco1)N1CCN(C(=O)c2ccccc2Oc2ccccc2)CC1
23) COCC(=O)Nc1ccc(Br)cc1C
24) S=c1[nH]ncn1/N=C/c1ccc(N2CCOCC2)cc1

Compound,17,18,19,20,21,22,23,24
SKN-1 block,1,24,-4,-3,0,16,-6,7
Rin1-Abl PPI inh,0,0,4,3,0,-1,1,2
Neddyl block,i,i,i,i,i,i,i,i
FAS TE block,-1,-4,-4,-5,11,-5,-2,-3
MT1-MMP act inh,1,3,4,1,.,7,0,2
eLon inh,6,-1,4,-8,-1,2,-2,-9
PABP1 MLLE inh,-10,3,13,1,33,10,2,14
MsrA act,-2,-4,0,0,0,0,-2,-2
CendR NRP1 mod,-11,2,-12,-12,-1,19,4,12

25) Cc1cccc(N2CCN(S(=O)(=O)c3c(C)[nH]c(=O)[nH]c3=O)CC2)c1C
26) Cc1nnc(NC(=O)CSc2cn(Cc3ccccc3)c3ccccc23)s1
27) CC1CCc2cc(F)ccc2N1C(=O)CSc1nnc2c(n1)[nH]c1ccccc12 (stereo not drawn)
28) COC(=O)c1ccc(Cn2cnc3c(cnn3-c3ccc(F)cc3)c2=O)o1
29) O=C(CCN1C(=O)/C(=C\c2ccccc2Cl)SC1=S)Nc1cccnc1
30) CCCCn1nc2cc(C(=O)NC[C@@H]3CCCO3)ccc2c1OCC
31) COc1ccccc1-c1noc(CSc2nc(C)cc(=O)[nH]2)n1
32) COn1c(-c2ccc(Cl)cc2)nc2ncccc21

Compound,25,26,27,28,29,30,31,32
SKN-1 block,18,-13,8,-2,0,-6,5,-1
Rin1-Abl PPI inh,1,-3,1,-2,0,1,3,3
Neddyl block,i,i,i,i,i,.,i,i
FAS TE block,-4,-3,8,1,57*,-10,-10,-3
MT1-MMP act inh,5,2,0,0,8,0,-1,-3
eLon inh,-4,-1,-17,7,2,3,-4,6
PABP1 MLLE inh,16,8,-8,-1,26,6,-122,-27
MsrA act,-1,-8,1,-1,-3,-3,-5,-1
CendR NRP1 mod,-6,-2,-5,-12,2,2,-3,9

The closing two records of the section above come first, to join the parts:
31) COc1ccccc1-c1noc(CSc2nc(C)cc(=O)[nH]2)n1
32) COn1c(-c2ccc(Cl)cc2)nc2ncccc21
33) Cc1nc2c(Br)cc(Br)cc2c(=O)n1-c1ccccc1NC1OCC(O)C(O)C1O (stereo not drawn)
34) CC(O)[C@H]1CN=C(N)N1CCCCC1CCCCC1 (stereo partly drawn)
35) O=C(CSc1nnc(-c2cccs2)o1)NCc1ccco1
36) Cc1ccc(S(=O)(=O)Nc2cccc(C(=O)NC3CCN(Cc4ccccc4)CC3)c2)cc1F
37) COc1ccc(CNc2ncc(-c3ccccc3)n2C)c(OC)c1OC
38) COc1ccccc1NC(=O)CSc1nnc(Cc2cccn2C)n1-c1ccc(F)cc1
39) O=C(COC(=O)c1ccc(S(=O)(=O)N2CCCC2)cc1)NCc1cccs1
40) Cc1ccc(S(=O)(=O)N(CC(=O)Nc2cc(C)ccc2C)C(=O)N2CCN(C)CC2)cc1

Compound,31,32,33,34,35,36,37,38,39,40
SKN-1 block,5,-1,-2,-14,2,-7,17,7,1,14
Rin1-Abl PPI inh,3,3,-1,0,-2,3,2,1,1,-2
Neddyl block,i,i,i,i,i,i,i,i,i,i
FAS TE block,-10,-3,-8,-16,-4,-1,-2,-4,1,-7
MT1-MMP act inh,-1,-3,-2,-1,1,.,-3,-4,-1,3
eLon inh,-4,6,-4,-3,-1,11,1,1,1,-1
PABP1 MLLE inh,-122,-27,16,15,0,6,1,-3,-27,0
MsrA act,-5,-1,-10,-7,-3,-13,-1,0,-8,-3
CendR NRP1 mod,-3,9,8,2,-6,5,5,0,4,3

41) COc1ccc(C(=O)c2[nH]c(N)c(C(=O)NCCc3c[nH]c4ccccc34)c2-c2ccc(Br)cc2)cc1
42) O=c1cc2ncc(-n3cc([N+](=O)[O-])cn3)cn2[nH]1
43) COc1ccccc1-c1cc2nc(C)c(CCC(=O)NCc3ccco3)c(C)n2n1
44) Cc1ccc(NC(=O)CCCNC(=O)c2ccc(Cl)cc2)nc1
45) O=C(OCCN1C(=O)c2ccccc2C1=O)c1cc(S(=O)(=O)N2CCOCC2)ccc1F
46) CCCC(=O)N(CCN1CCOCC1)c1nc2c(OC)ccc(OC)c2s1
47) CCOC(=O)C1CCN(S(=O)(=O)c2cn(C)c(=O)n(C)c2=O)CC1
48) COc1ccc(NC(=O)CSc2ncn(-c3ccccc3)n2)cc1Cl

Compound,41,42,43,44,45,46,47,48
SKN-1 block,4,12,0,5,-4,-14,7,-16
Rin1-Abl PPI inh,.,0,0,6,-6,1,0,3
Neddyl block,i,i,.,i,i,i,i,i
FAS TE block,20,31,2,-4,-2,-5,-3,10
MT1-MMP act inh,6,-1,33,1,-4,3,0,7
eLon inh,-1,-6,-11,-9,11,0,-7,-12
PABP1 MLLE inh,.,5,1,4,6,-6,-6,19
MsrA act,-7,-2,-1,-3,-5,-6,-2,-1
CendR NRP1 mod,-1,2,-21,9,3,11,3,1

49) CN1CCN(C(CNS(=O)(=O)c2cccs2)c2cccnc2)CC1 (stereo not drawn)
50) CCCCCCN1C[C@H](n2cc(C3CC3)nn2)[C@@H](O)C[C@@H]1c1ccc(C)cc1
51) COc1ccc(NS(=O)(=O)c2cccc(C(=O)N3CCCC3)c2)cc1
52) Cc1c(NC(=O)COc2ncnc3ccccc23)c(=O)n(-c2ccccc2)n1C
53) CC1(CC(=O)Nc2ccccc2)NC(=S)N(c2ccccc2)N1 (stereo not drawn)
54) COc1ccc(C(=O)Nc2cccc(C(=O)N3CCCC3)c2)cc1
55) O=C(Cn1cccc1)N1CCN(c2ccc(F)cc2)CC1
56) CCc1c(C)nc2[nH]nc(-c3ccccc3)n2c1=O

Compound,49,50,51,52,53,54,55,56
SKN-1 block,-9,0,-10,-10,6,-5,8,-16
Rin1-Abl PPI inh,2,0,-5,0,1,1,1,2
Neddyl block,i,i,i,i,i,i,i,i
FAS TE block,-12,32,-6,-8,-3,-9,-3,-6
MT1-MMP act inh,0,-3,3,-3,-2,3,3,-7
eLon inh,-8,-4,7,0,7,-4,2,-11
PABP1 MLLE inh,-11,-7,21,-12,-7,-4,0,6
MsrA act,-8,-3,-7,-4,3,-2,0,4
CendR NRP1 mod,10,-3,-5,3,-15,-4,6,4

57) O=C(c1cc(COc2cccc(C(F)(F)F)c2)on1)N1CCC(Oc2cccnc2)CC1
58) Nc1cc(C(=O)O)ccc1Nc1ccc(F)c(F)c1
59) COc1ccc(/C=N/n2c(-c3n[nH]c4c3CCC4)n[nH]c2=S)cc1OC
60) Cc1ccc(C)c(NC(=O)CN(C)C(=O)c2ccc(Cl)nc2)c1
61) CC(C)CCC(CCNCc1ccccn1)c1ccc2c(c1)OCO2 (stereo not drawn)
62) O=C(CCl)Nc1cccc(S(=O)(=O)N2CCCCCC2)c1
63) Cc1csc(NC(=O)CSc2nc(C(C)C)nc3c2c(=O)n(C)c(=O)n3C)n1
64) O=C1COc2ccc(C(=O)CSc3nnc(NCc4ccccc4)s3)cc2N1
65) O=C(Nc1ccc(S(=O)(=O)NC2=NCCCCC2)cc1)c1cccc(OC(F)F)c1

Compound,57,58,59,60,61,62,63,64,65
SKN-1 block,0,28,-4,-5,-7,7,7,-4,-10
Rin1-Abl PPI inh,-1,-2,0,4,2,0,2,2,-4
Neddyl block,i,i,i,i,i,i,i,i,i
FAS TE block,11,-5,-9,-7,0,-5,3,-4,-1
MT1-MMP act inh,3,4,0,1,.,1,-6,3,2
eLon inh,-2,8,-8,9,1,-3,-1,-9,-9
PABP1 MLLE inh,6,3,-29,-8,-12,2,4,-38,-22
MsrA act,-3,-3,-2,-7,0,-3,2,-2,0
CendR NRP1 mod,4,-4,-9,7,5,5,17,-7,-2

Structural class: the compounds so far with bromine
19) Cc1cc(C)c(OCCCCN(C)C)c(Br)c1
23) COCC(=O)Nc1ccc(Br)cc1C
33) Cc1nc2c(Br)cc(Br)cc2c(=O)n1-c1ccccc1NC1OCC(O)C(O)C1O (stereo not drawn)
41) COc1ccc(C(=O)c2[nH]c(N)c(C(=O)NCCc3c[nH]c4ccccc34)c2-c2ccc(Br)cc2)cc1

Compound,19,23,33,41
SKN-1 block,-4,-6,-2,4
Rin1-Abl PPI inh,4,1,-1,.
Neddyl block,i,i,i,i
FAS TE block,-4,-2,-8,20
MT1-MMP act inh,4,0,-2,6
eLon inh,4,-2,-4,-1
PABP1 MLLE inh,13,2,16,.
MsrA act,0,-2,-10,-7
CendR NRP1 mod,-12,4,8,-1
